Dynein cargo inh – blocks dynein driven cargo transport along microtubules. AID 1381. z-score, hits read low. 3617.4 mouse cells, GR-EGFP nuclear translocation imaging; test concentration mostly 20 µM; stimulated with dexamethasone, 1 µM; hits give low values. hit rate 0.47% among 220,000;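 active = plate z-score of nuclear minus cytoplasmic receptor signal below a set negative limit, without overly bright fluorescence or cell loss, cut at about -3.5 in these data, passing the limit was not always enough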;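 note: z-score of nuclear minus cytoplasmic ring GR-EGFP intensity difference per well; some compounds called inactive have numbers as strong as hits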
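Buffer or medium: tet-free, stripped-serum medium; Also added: dexamethasone, 1.0 µM final; Technique: high-content fluorescence imaging after fixation; Times: 48 h induction, 1 h compound, 30 min dex at 37 °C; Read-out: per-cell GR-EGFP intensity, nucleus versus surrounding cytoplasmic ring, well-averaged.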
WT yeast gro inh – growth inhibition of WT yeast, mitochondrial fusion screen. mitochondrial fusion phenotypic screen, WT strain. inhibition, % at 10 µM. hit rate 2.1% among 190,000; in the data active = inhibition above about 58%; tested in S. cerevisiae
b-catenin transl – beta-catenin nuclear translocation modulation; hit rate 0.3% among 190,000; HeLa beta-catenin nuclear translocation, immunofluorescence imaging; nuclear translocation activity, % at 5 µM; AID 1665;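 active = nuclear translocation activity above 50% at 5 µM, with a well cell count of 50 or more; inconclusive = wells under 50 cells across six images, flagged as toxic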;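 note: per-cell ratio of nuclear to cytoplasmic median beta-catenin stain intensity; plate controls were DMSO negative control for no effect and GSK-3 inhibitor IX positive control for full effect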
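test system = HeLa cells, endogenous beta-catenin | dosing = single 5 µM dose plus 0.02–20 µM confirmation series | times = compound treatment 24 h, 37°C, 5% CO2 | technique = beta-catenin immunofluorescence imaging with DAPI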
AID2073 – inhibitors of Mint1-CaV2.2 protein interaction, biochemical, HTRF (AID 2073) | HTRF protein-protein interaction, Mint1-CaV2.2; higher % means a stronger effect | hit rate 0.19% among 290,000 | inhibition, % at 20 µM, or IC50 in µM where a hit was titrated; in the data active = inhibition mostly above about 51%, no sharp cut-off; inconclusive = no clear call, values can overlap the other calls; inactive = mostly below about 53%; note: some results filed as inactive read as strong as hits
HIV peptide binding – cell-free HIV fusion peptide-binding blockers – biochemical, uHTS, fluorescence dequenching, primary screen (AID 1986) | cell-free peptide binding, fluorescence dequenching, 30 min; higher % means a stronger effect | inhibition, % at 20 µM; hits with a dose series show IC50 in µM | hit rate 0.3% among 290,000; in the data active = inhibition mostly above about 52%, no sharp cut-off; inactive = mostly below about 76%; note: some results filed as inactive read as strong as hits
Yfh1-depleted yeast – enhancers of respiration in Yfh1-depleted yeast, dose response, Friedreich's ataxia, plus single-dose screen (AID 1465); one-dose fold induction at 50 µM; EC50 in µM for titrated hits; hit rate 0.074% among 220,000; S. cerevisiae Yfh1-off respiration, WST-1 reduction, 72 h; higher fold induction means a stronger effect;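 active = fold induction of absorbance versus untreated yeast above a set limit, then at least 30% activation at any dose in follow-up; inconclusive = repeats straddling the limit, or above it without dose testing; inactive = fold induction below the set limit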;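 note: activators that raise dye reduction in frataxin-depleted yeast; strong numbers were not always called active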
MT stabilize HCS – stabilizes microtubules in HeLa cells; HeLa tubulin immunostaining HCS, 24 h; share of cells brighter than vehicle mean+2SD; % tubulin-high responders, % at 10 µM; hit rate 0.83% among 200,000; AID 2205;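 active = plate Z-score above 3 for both tubulin-high and condensed-nucleus cell shares, with cell loss under 80%, at 10 µM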;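 note: anti alpha tubulin signal scored within the nucleus-defined area of each cell; some results filed as inactive read as strong as hits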
Autophagy mod – autophagy modulation, high-content screen. MEF GFP-LC3 puncta imaging; test concentration mostly 10 µM. calls only at 10 µM (by protocol). hit rate 0.98% among 190,000;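 active = percentage of spot-positive cells more than 3 SD above its plate mean, without a fluorescence outlier flag or 80% toxicity; inconclusive = no clear call, values can overlap the other calls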;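 note: spot-positive cell cutoff set from DMSO-treated cells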
Ins promoter up – MIN6 insulin promoter up-regulation | MIN6 insulin promoter-GFP reporter, high-content imaging; hits give high values | z-score at 5 µM | hit rate 0.3% among 190,000;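 active = z-score above 3 at 5 µM with at least 500 cells counted in the well; inconclusive = wells under 500 cells, flagged as cytotoxic or low count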
WT yeast gro inh mutant strain – second read-out of WT yeast gro inh, no call of its own (marks repeat the call); inhibition, %; mitochondrial fusion phenotypic screen, mutant strain inhibition
Dynein cargo inh cytoplasmic EGFP – further read-out of Dynein cargo inh, marked with its call; z-score; measured here: cytoplasmic GR-EGFP intensity; hits give high values
Dynein cargo inh nuclear GR-EGFP – recorded beside Dynein cargo inh, whose call it bears; z-score; measured here: nuclear GR-EGFP intensity;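 lower value marks the stronger effect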
Dynein cargo inh cell count – also measured in Dynein cargo inh; calls as there; z-score; measured here: cell count per field
Ins promoter up cell count – further read-out of Ins promoter up, marked with its call; cell count; measured here: cytotoxicity, nuclei count;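 total cells summed across four imaged fields per well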
b-catenin transl cell count 5 µM – further read-out of b-catenin transl, marked with its call; cell count; measured here: cell count, cytotoxicity flag
MT stabilize HCS Hoechst-high % – second read-out of MT stabilize HCS, no call of its own (marks repeat the call); % Hoechst-high responders; measured here: nuclear condensation Hoechst responders;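 share of cells brighter than vehicle mean plus two SD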
MT stabilize HCS cytotoxicity % – further read-out of MT stabilize HCS, marked with its call; toxicity, %; measured here: cytotoxicity by cell density;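 0% = mean cell density of plate MIN control wells and 100% = no cells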
Autophagy mod cell loss 18 h – second read-out of Autophagy mod, no call of its own (marks repeat the call); toxicity, %; measured here: cell loss, nuclei count;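 cell loss after 18 h compound exposure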
* marks the source's active call; other numbers are inactive results; i = inactive; u = inconclusive; x = no result given.

SMILES	Dynein cargo inh	Dynein cargo inh cytoplasmic EGFP	Dynein cargo inh nuclear GR-EGFP	Dynein cargo inh cell count	WT yeast gro inh	WT yeast gro inh mutant strain	b-catenin transl	b-catenin transl cell count 5 µM	AID2073	HIV peptide binding	Yfh1-depleted yeast	MT stabilize HCS	MT stabilize HCS Hoechst-high %	MT stabilize HCS cytotoxicity %	Autophagy mod	Autophagy mod cell loss 18 h	Ins promoter up	Ins promoter up cell count
Cc1cc(NC(=S)N(CCN2CCOCC2)Cc2ccccc2F)ccc1Cl	-0.92	-0.2	-0.69	0.43	7	-4	0.4	1071	0%	-1.9%	i	5.0	2.3	10	i	-4	-0.59	1116
COc1ccc(/C=N/NS(=O)(=O)c2ccc(C)cc2)cc1OC(=O)c1ccccc1	-0.47	-0.24	0.094	0.82	-6	3	7.8	1092	-1%	2.4%	i	1.2	1.4	9.1	i	-18	0.22	1086
CSC1=NCCN1C(=O)c1c(F)cccc1Cl	4.2	0.027	2.4	-2.4	12	14	x	x	1%	1.1%	i	4.0	1.7	2.6	i	8	u	x
CSc1ccccc1C(=O)NCCc1ccc(S(=O)(=O)N2CCCCC2)cc1	1	0.033	0.7	-0.033	-15	-9	-1.6	1193	-4%	-0.6%	i	1.4	1.8	4.3	i	-4	0.12	922
C=CCc1ccc(OCCOCCOc2ccccc2[N+](=O)[O-])c(OC)c1	-0.53	-0.18	-0.33	0.22	23	6	-1.5	1369	-2%	0.7%	i	1.4	1.3	3.3	i	6	0.19	1675
COc1ccc(CCNC(N)=S)cc1OC	-0.65	-0.3	0.53	0.13	-2	-13	-0.7	953	2%	3.3%	i	2.1	2.4	2.0	i	1	0.29	2149
COc1ccc(CNc2ccc(C)c(C)c2)cc1	-1.1	-0.35	-0.95	2	-7	-9	0.2	1513	4%	-1.2%	i	2.1	1.1	5.7	i	-12	0.25	1495
CC(C)CCn1c(-c2nonc2N)nc2ccccc21	0.68	-0.25	0.051	-0.68	1	8	5.4	1122	-3%	1.1%	i	2.5	1.6	6.2	i	6	-0.23	1017
Cc1cc(C)n(S(=O)(=O)/C=C/c2ccccc2)n1	-2.6	0.21	-1.2	0.19	13	-16	5.5	909	-7%	0.2%	i	12	7.5	11	i	17	x	x
O=C(c1cccc(C(F)(F)F)c1)C1CCCN(C(=O)CCCn2cncn2)C1 (stereo not drawn)	-0.057	-0.18	0.14	0.31	-1	3	2.1	970	3%	-1.0%	i	3.9	1.4	5.7	i	11	-0.17	1413
S=C(NCC1CCCO1)Nc1cccc(Cl)c1 (stereo not drawn)	-0.72	-0.25	-0.029	0.62	3	19	0.4	1575	0%	1.3%	i	2.3	2.2	3.7	i	27	-0.29	1380
CC(CC(=O)C1C(C)C=CCC1(C)C)NNC(N)=O (stereo not drawn)	-0.23	-0.35	-0.66	1.2	-11	-5	0.7	1381	0%	-0.2%	i	3.2	1.4	1.8	i	13	0.02	1417
O=C(NCc1nc2ccccc2[nH]1)C1=C[C@@H](c2ccc(Br)cc2)C[C@@H](OCc2ccc(CO)cc2)O1	0.78	-0.16	0.82	-1.2	16	9	-0.7	1167	20%	1.1%	i	5.6	2.6	4.9	i	-3	-1.3	1126
O=C(O)CCC(=O)NNC(=O)COc1ccc2ccccc2c1Br	-0.7	-0.31	-0.3	0.61	-2	2	0.3	1533	0%	0.4%	i	2.0	2.0	7.1	i	-11	-0.28	1452
CN(CC(=O)Nc1ccc(N2CCOCC2)cc1)C(=O)COc1ccccc1F	-1.2	-0.043	-0.57	1.3	x	x	1.5	1278	-6%	-0.9%	i	x	x	x	x	x	-0.15	1054
CN(C)S(=O)(=O)c1cc(NC(=O)CNCCN2CCOCC2)ccc1Cl	-0.43	-0.22	-0.18	0.33	x	x	-1.9	1131	-5%	-0.7%	i	x	x	x	x	x	-0.23	1372
O=C(Cn1nc(C(=O)O)c2ccccc2c1=O)Nc1ccc2c(c1)OCO2	0.57	0.25	0.26	0.79	x	x	-3.7	1215	-5%	-0.6%	i	x	x	x	x	x	-0.21	1453
COC(=O)c1cc(C(=O)OC)cc(N2C(=O)CN=C2Nc2nc(C)cc(C)n2)c1	0.064	0.052	0.089	1.4	-2	-56	x	x	21%	-1.7%	i	3.5	1.3	5.0	i	-5	0.21	1086
COc1ccc(/C=C/C(=O)NCCCc2ccccc2)cc1OC	-0.36	0.51	-0.28	0.17	0	-15	-1.2	1018	0%	-0.7%	i	3.2	2.3	0.2	i	-4	-0.2	1371
CCOC(=O)C1=C2c3cc(OC)c(OC)cc3CC(C)(C)N2C(=O)C1=O	-0.65	-0.33	-0.76	1.1	8	-24	0.0	960	7%	0.5%	i	1.1	1.3	3.6	i	-3	x	x
Cc1ccccc1-n1nc(C)c2c(C(=O)NN)cc(-c3ccncc3)nc21	-1.2	-0.29	-0.73	1.1	-12	-5	-2.6	1172	19%	-1.3%	i	2.4	2.2	5.9	i	-8	-0.44	1257
COc1ccc(C(C)=O)cc1CSCCC(=O)O	0.5	-0.082	0.72	-1.2	3	-8	0.4	1435	-3%	-0.2%	i	6.4	3.2	5.4	i	-2	0.36	1605
c1ccc(Nc2ccccn2)nc1	0.7	-0.69	0.046	-0.54	x	x	-0.5	1337	-4%	-0.8%	i	x	x	x	x	x	0.14	1086
Cc1c(C)n(CC(O)CN2CCCCCC2)c2ccccc12 (stereo not drawn)	-0.16	-0.2	0.13	0.16	24	11	-8.4	1024	-3%	-0.2%	i	1.6	1.7	10	i	3	-1.1	1317
O=C(O)c1ccccc1-c1ccccc1C(=O)Nc1ccccc1	0.29	-0.21	-0.26	-0.51	7	12	0.4	1355	-6%	2.5%	i	1.4	2.2	3.6	i	7	-0.03	1626

Arranged by the number under Dynein cargo inh cytoplasmic EGFP (rising): three from the list above.
| canonical_smiles | Dynein cargo inh cytoplasmic EGFP |
| --- | --- |
| O=C(c1cccc(C(F)(F)F)c1)C1CCCN(C(=O)CCCn2cncn2)C1 (stereo not drawn) | -0.18 |
| COc1ccc(C(C)=O)cc1CSCCC(=O)O | -0.082 |
| COc1ccc(/C=C/C(=O)NCCCc2ccccc2)cc1OC | 0.51 |

The list goes on:
SMILES	Dynein cargo inh	Dynein cargo inh cytoplasmic EGFP	Dynein cargo inh nuclear GR-EGFP	Dynein cargo inh cell count	WT yeast gro inh	WT yeast gro inh mutant strain	b-catenin transl	b-catenin transl cell count 5 µM	AID2073	HIV peptide binding	Yfh1-depleted yeast	MT stabilize HCS	MT stabilize HCS Hoechst-high %	MT stabilize HCS cytotoxicity %	Autophagy mod	Autophagy mod cell loss 18 h	Ins promoter up	Ins promoter up cell count
Cc1cccc(-c2nnn(Cc3nnc(NC(=O)c4ccccc4)s3)n2)c1	-0.79	-0.21	-0.52	0.13	2	20	-2.1	976	29%	3.1%	i	2.6	1.6	7.3	i	-26	0.62	1626
O=S1(=O)CCC(NS(=O)(=O)c2cccc3cccnc23)C1 (stereo not drawn)	-0.28	-0.19	-0.19	0.87	-6	-13	-0.8	1169	-3%	0.0%	i	4.1	3.3	5.9	i	-8	-1	1296
CCSC(=Nc1ccccc1)Nc1ccccc1	-0.00086	-0.3	0.23	0.69	25	-10	-0.8	1114	-9%	-1.6%	i	7.8	3.5	23	i	11	-0.26	1146
COC(=O)c1ccccc1NC(=O)NCc1ccco1	0.82	-0.17	1.1	-0.37	-3	-7	-0.6	1133	7%	0.6%	i	3.4	0.3	50	i	14	-0.29	1322
Cc1cccc(NC(=S)NNC(=O)c2ccco2)c1	-0.17	0.59	-0.066	0.21	-5	-10	-2.5	1095	-12%	-0.8%	i	2.8	1.9	1.0	i	15	0.46	1842
CCSc1nnc(NC(=O)CSc2nnc(CNC(=O)c3ccc(OC)cc3)o2)s1	-0.46	-0.26	-0.69	0.8	10	14	-4.6	570	9%	10%	i	3.2	2.9	7.6	i	-1	0.81	1364
CCOc1ccc(-n2c(-c3ccco3)nc3c(cnn3-c3ccc(C)cc3)c2=O)cc1	-1.1	-0.27	-0.13	1.4	x	x	0.5	1323	4%	-0.7%	i	x	x	x	x	x	-0.93	1045
CC1Cc2ccccc2N1C(=O)CSc1nnc2c(n1)[nH]c1ccc(F)cc12 (stereo not drawn)	0.5	-0.24	0.36	0.15	9	7	1.8	1054	-8%	1.3%	i	5.0	2.8	8.2	i	0	x	x
O=C(NC1CCCC1)C(c1ccc(F)cc1)N(Cc1ccc(F)cc1)C(=O)CCl (stereo not drawn)	-4.4*	0.72*	-2.7*	-0.86*	-6	4	2.8	1063	7%	-0.9%	i	2.1	1.5	0.1	i	-9	0.02	1393
COc1ccc(N2C(=O)CC(n3c(CCCCO)nc4ccccc43)C2=O)cc1 (stereo not drawn)	-0.26	-0.061	-0.12	1.3	19	18	1.2	1074	-10%	-0.5%	i	2.4	0.4	27	i	-2	-0.7	1241
C#Cc1ccc([C@@H]2C=C(C(=O)NCc3nc4ccccc4[nH]3)O[C@H](OCC)[C@H]2CCCO)cc1	-0.16	-0.67	0.091	0.42	x	x	-0.2	1333	3%	2.0%	i	x	x	x	x	x	0.25	904
O=C(NC(=S)Nc1cc(Cl)ccc1N1CCOCC1)c1ccc(-c2cccc(Cl)c2)o1	-0.18	-0.21	-0.26	0.34	6	-5	0.6	1086	6%	4.1%	i	1.6	1.6	6.4	i	13	-0.16	1908
CC(C)/C=N/NC(=O)c1cccc(N2CCCC2=O)c1	0.12	-0.16	0.035	-0.69	0	-1	0.9	1066	14%	0.9%	i	3.0	1.7	5.3	i	12	-0.16	1461
CC1=Nc2ccccc2/C1=C/c1nc(-c2ccc(C)s2)oc1O	-6.7	13	-0.87	0.18	11	-5	-0.7	945	29%	132%	i	2.9	2.0	2.0	i	4	1.4	1473
